GALR2 antag – blocks the human galanin receptor 2 | GALR2-expressing cells, antagonist mode | 140,000 compounds, 0.39% hits | inhibition, % at 4 µM | O43603; in the data active = inhibition above about 27%;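 also: cells stimulated with galanin 1-16 at roughly its EC80; 0% = agonist challenge control and 100% = basal control without agonist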
Target sequence (O43603 whole entry, looked up): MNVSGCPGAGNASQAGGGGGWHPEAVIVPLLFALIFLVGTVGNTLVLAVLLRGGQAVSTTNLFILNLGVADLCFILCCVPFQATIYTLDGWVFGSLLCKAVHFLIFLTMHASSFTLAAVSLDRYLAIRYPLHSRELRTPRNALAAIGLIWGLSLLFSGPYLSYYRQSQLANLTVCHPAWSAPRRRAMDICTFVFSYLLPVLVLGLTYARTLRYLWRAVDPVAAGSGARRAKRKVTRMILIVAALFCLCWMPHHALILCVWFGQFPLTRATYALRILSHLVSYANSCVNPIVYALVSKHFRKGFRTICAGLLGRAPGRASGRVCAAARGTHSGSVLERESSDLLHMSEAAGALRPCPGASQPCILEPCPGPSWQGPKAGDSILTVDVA
Yeast lifespan up – extends the lifespan of yeast; S. cerevisiae growth with nicotinamide, OD615; deaD strain in restrictive glucose medium; inhibition of the nicotinamide effect, % at 10 µM; 130,000 compounds, 0.68% hits; AID 775;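 active = inhibition above a set limit, placed 3 SD over the median of all compounds, cut at about 26% in these data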;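 also: 0% = nicotinamide-treated wells and 100% = cells grown without nicotinamide; some compounds called inactive have numbers as strong as hits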
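assay system = DeaD-strain S. cerevisiae | buffer or medium = restrictive glucose medium | reagent = 1.5 mM nicotinamide | compound = 10 µM single point, 0.25% DMSO | incubation = 48 h compound exposure at 30 °C, humidified | signal = OD615 measurement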
PTEN del growth – suppresses growth of cells with PTEN deletion. HCT116 PTEN-null viability, CellTiter-Glo, 60 h; active compounds read low. viability, % at 10 µM. 140,000 compounds, 1.2% hits;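 active = viability at or below a set limit, 4 SD under the median of all tested compounds, cut at about 3.7% in these data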;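 also: PTEN knockout HCT116 line with beta catenin targeted HCT116 as companion control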
bCat KO growth – beta-catenin-lacking colon tumor cell growth suppression; AID 818; 140,000 compounds, 1.5% hits; HCT116 beta-catenin knockout viability, CellTiter-Glo, 60 h; active compounds read low; viability, % at 10 µM;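 active = viability at or under a set limit, the compound median less 4 SD, cut at about 6% in these data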;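 also: 0% = Hyamine 1622 control at 20 µM and 100% = untreated cell control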
Measles CPE – protection of cells from measles virus. Measles virus-infected cells, CPE protection, absorbance. protection (pct of control), % at 4 µM. 140,000 compounds, 1.5% hits. AID 841; in the data active = protection mostly above about 24%, no sharp cut-off; inactive = mostly below about 26%; also: some compounds called inactive have numbers as strong as hits
Phagocyt inh – inhibitors of macrophage phagocytosis | J774A.1 macrophage IgG-bead phagocytosis, imaging | inhibition, % at 5 µM | 110,000 compounds, 0.07% hits | AID 1029;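 active = inhibition above the mean of the plate negative controls plus 5 SD, cut at about 13% in these data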;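 also: phagocytic index as fraction of beads internalized from green versus red external bead signal; plate controls were DMSO negative control for no effect and cytochalasin-D positive control for full effect; some results beyond the cut were filed as inactive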
NPY Y2 blocker – blocks the human neuropeptide Y Y2 receptor; P49146; NPY-Y2 expressing cells, antagonist mode; inhibition, % at 2.7 µM; 140,000 compounds, 0.99% hits; AID 793; in the data active = inhibition above about 17%;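 also: 0% = vehicle with agonist challenge and 100% = reference antagonist with challenge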
Target sequence (P49146 whole entry, looked up): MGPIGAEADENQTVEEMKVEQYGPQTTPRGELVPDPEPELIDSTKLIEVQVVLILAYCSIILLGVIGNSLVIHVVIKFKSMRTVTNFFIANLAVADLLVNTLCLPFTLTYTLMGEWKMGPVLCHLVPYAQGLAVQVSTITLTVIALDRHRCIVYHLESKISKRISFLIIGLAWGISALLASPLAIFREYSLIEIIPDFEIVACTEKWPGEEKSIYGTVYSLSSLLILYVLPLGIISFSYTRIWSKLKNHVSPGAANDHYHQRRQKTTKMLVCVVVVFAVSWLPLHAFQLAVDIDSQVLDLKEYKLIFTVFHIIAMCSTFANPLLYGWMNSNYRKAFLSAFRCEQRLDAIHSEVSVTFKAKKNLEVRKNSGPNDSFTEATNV
E-sel TNF inh – blocks E-selectin expression induced by TNF alpha | 120,000 compounds, 0.71% hits | HUVEC TNFa-induced E-selectin immunofluorescence, high content | AID 1246 | inhibition, % at 2 µM;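 active = inhibition above the batch mean plus 3 SD, and confirmed as a hit on visual image review, cut at about 43% in these data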;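 also: 0% = TNF-stimulated DMSO wells and 100% = unstimulated control wells; not every result past the cut was called active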
BB579 growth dn – reduces growth of yeast BB579 in restrictive medium | inhibition, % at 10 µM | S. cerevisiae BB579 growth, OD615, 48 h | 140,000 compounds, 0.51% hits;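 active = inhibition above a set limit, 3 SD over the mean compound inhibition, cut at about 44% in these data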; also: inactives centre near -24
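Assay system: S. cerevisiae DeaD strain BB579 yeast. Medium: CSMM-D restrictive synthetic medium containing dextrose (glucose). Times: 4 h cell preincubation, 48 h compound exposure, 30 °C humidified. Signal: OD615 turbidity measurement. Benchmarks: positive control amphotericin B 10 µg/mL.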
MRP-1 activ – MRP-1 activation. 140,000 compounds, 0.61% hits. viability increase, % at 10 µM. H69AR cells + doxorubicin, viability rescue, CellTiter-Glo;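 active = viability gain under doxorubicin at or above a set limit, the compound median plus 3 SD, cut at about 4.7% in these data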;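 also: MRP-1 overexpressing cells given doxorubicin 25 µM after compound pretreatment; 18-22 h compound pretreatment then 72 h with doxorubicin before readout; 0% = doxorubicin-only wells and 100% = vehicle-treated cells without doxorubicin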
An asterisk follows results filed as active.

CCC(=O)N=c1sc2c(C)cc(C)cc2n1CC(=O)OC was read as GALR2 antag -6, Yeast lifespan up -9, PTEN del growth 104, bCat KO growth 88, Measles CPE 18, Phagocyt inh 0, NPY Y2 blocker 9, E-sel TNF inh 3, BB579 growth dn -23 and MRP-1 activ 0.8.
`CC(C)(C)C1CCc2c(C(=O)NNC(=O)CCC(=O)O)csc2C1` (stereo not given) gave GALR2 antag 1, Yeast lifespan up -6, PTEN del growth 101, bCat KO growth 88, Measles CPE 8, Phagocyt inh -1, NPY Y2 blocker 0, E-sel TNF inh 11, BB579 growth dn -15 and MRP-1 activ -0.5.
`CC(C)(C)NS(=O)(=O)c1ccc(NC(=O)NC2CCCCC2)cc1` gave GALR2 antag -14, Yeast lifespan up -8, PTEN del growth 88, bCat KO growth 92, Measles CPE 4, NPY Y2 blocker 1, E-sel TNF inh -48, BB579 growth dn -41 and MRP-1 activ -0.2.
For Cc1ccc(NC(=O)C2CC=CCC2C(=O)N2CCCCC2)cc1 (stereo not given) the results were GALR2 antag 6, Yeast lifespan up -3, PTEN del growth 90, bCat KO growth 102, Measles CPE 29, Phagocyt inh 1, NPY Y2 blocker 0, E-sel TNF inh -3, BB579 growth dn -14 and MRP-1 activ -3.2.
Screening CCC(C(=O)O/N=C(\N)c1ccc(Cl)cc1)c1ccccc1 (stereo not given) returned GALR2 antag -5, Yeast lifespan up -5, PTEN del growth 82, bCat KO growth 93, Measles CPE 5, Phagocyt inh 0, NPY Y2 blocker 5, E-sel TNF inh -7, BB579 growth dn -36 and MRP-1 activ -3.4.
Screening Cc1ccc2cc3c(NC(=O)CC(C)C)nn(C)c3nc2c1 returned GALR2 antag 0, Yeast lifespan up -13, PTEN del growth 70, bCat KO growth 93, Measles CPE 16, Phagocyt inh -1, NPY Y2 blocker 8, E-sel TNF inh 25, BB579 growth dn -22 and MRP-1 activ -1.4.
`CCOC(=O)c1[nH]c2ccc(F)cc2c1NC(=O)Nc1ccccc1OC` gave GALR2 antag 9, Yeast lifespan up -3, PTEN del growth 90, bCat KO growth 86, Measles CPE 2, Phagocyt inh -1, NPY Y2 blocker 3, E-sel TNF inh -9, BB579 growth dn 4 and MRP-1 activ -3.4.
For CCc1nc(SCC(=O)Nc2c(C)nn(C)c2C)c2cnn(-c3ccccc3)c2n1 the results were GALR2 antag 13, Yeast lifespan up -7, PTEN del growth 89, bCat KO growth 86, Measles CPE 11, Phagocyt inh -3, NPY Y2 blocker 1, E-sel TNF inh -10, BB579 growth dn -20 and MRP-1 activ -2.5.
`CC(C)Oc1ccc(C(=O)Nc2cc(=O)n(C)c(=O)n2C)cc1` gave GALR2 antag 11, Yeast lifespan up -8, PTEN del growth 98, bCat KO growth 90, Measles CPE 19, NPY Y2 blocker 3, E-sel TNF inh -16, BB579 growth dn 6 and MRP-1 activ 1.0.
For CC1=C(C)/C(=N/OC(=O)c2cccc([N+](=O)[O-])c2)C=CC1=O the results were GALR2 antag 19, PTEN del growth 1.7*, bCat KO growth 1.6*, Measles CPE 12, NPY Y2 blocker 1, E-sel TNF inh -6, BB579 growth dn -1 and MRP-1 activ -7.6.
CC(C)CCC(CC(C)O)c1n[nH]c(=S)n1-c1ccccc1 (stereo not given) was read as GALR2 antag 6, Yeast lifespan up 0, PTEN del growth 103, bCat KO growth 91, Measles CPE 24, Phagocyt inh -10, NPY Y2 blocker 4, BB579 growth dn -13 and MRP-1 activ -1.9.
Cc1ccc(/C=N/Nc2ccc3c(C(F)(F)F)cc(C(F)(F)F)nc3n2)cc1 was read as GALR2 antag -12, Yeast lifespan up 2, PTEN del growth 97, bCat KO growth 84, Measles CPE 1, Phagocyt inh -3, NPY Y2 blocker 1, E-sel TNF inh 7, BB579 growth dn -21 and MRP-1 activ -0.2.
`CCCNC(=O)c1c(C)cc(=O)oc1C` gave GALR2 antag 7, Yeast lifespan up -6, PTEN del growth 92, bCat KO growth 92, Measles CPE 5, Phagocyt inh -3, NPY Y2 blocker -1, E-sel TNF inh -25, BB579 growth dn -18 and MRP-1 activ -1.0.
COc1cc(C2c3c(-c4ccccc4)n[nH]c3C(=O)N2c2ccccc2)ccc1O (stereo not given) was read as GALR2 antag 2, Yeast lifespan up -6, PTEN del growth 97, bCat KO growth 95, Measles CPE 25, Phagocyt inh -1, NPY Y2 blocker 0, BB579 growth dn -33 and MRP-1 activ -1.9.
CCC1CCCCN1C(=O)CSc1nnc(CNC(=O)COc2ccc(Cl)cc2)o1 (stereo not given) was read as GALR2 antag -7, Yeast lifespan up -7, PTEN del growth 85, bCat KO growth 76, Measles CPE 2, Phagocyt inh 0, NPY Y2 blocker 5, E-sel TNF inh 4, BB579 growth dn -28 and MRP-1 activ 1.7.
For Cn1ncc2nc[nH]c(=O)c21 the results were GALR2 antag -1, Yeast lifespan up 7, PTEN del growth 110, bCat KO growth 104, Measles CPE 9, Phagocyt inh 0, NPY Y2 blocker 5, BB579 growth dn -43 and MRP-1 activ -0.1.
For O=c1c(-c2ccccc2)c(O)nc2ccccn12 the results were GALR2 antag -11, Yeast lifespan up -10, PTEN del growth 107, bCat KO growth 108, Measles CPE 3, Phagocyt inh 2, NPY Y2 blocker 2, E-sel TNF inh -21, BB579 growth dn 10 and MRP-1 activ 0.6.
O=C1CC(c2cccs2)CC(O)=C1C=NCCN1CCNCC1 (stereo not given) was read as GALR2 antag 5, Yeast lifespan up -3, PTEN del growth 93, bCat KO growth 94, Measles CPE 1, Phagocyt inh -2, NPY Y2 blocker 4, E-sel TNF inh -2, BB579 growth dn -5 and MRP-1 activ -3.2.
For Cn1nc(C(F)(F)F)c(C(=O)Nc2ccc(F)cc2F)c1Sc1cccc(C(F)(F)F)c1 the results were GALR2 antag 10, Yeast lifespan up -10, PTEN del growth 90, bCat KO growth 84, Measles CPE 3, NPY Y2 blocker 10, E-sel TNF inh -1, BB579 growth dn -56 and MRP-1 activ 0.6.
`O=C(Nc1ccc(OC(F)(F)F)cc1)C1=NCCN1` gave GALR2 antag 2, Yeast lifespan up 0, PTEN del growth 104, bCat KO growth 95, Measles CPE 6, Phagocyt inh 0, NPY Y2 blocker 1, E-sel TNF inh -15, BB579 growth dn -45 and MRP-1 activ -0.4.

Overlap with the part before: 4 entries; new compounds follow.
For O=c1c(-c2ccccc2)c(O)nc2ccccn12 the results were GALR2 antag -11, Yeast lifespan up -10, PTEN del growth 107, bCat KO growth 108, Measles CPE 3, Phagocyt inh 2, NPY Y2 blocker 2, E-sel TNF inh -21, BB579 growth dn 10 and MRP-1 activ 0.6.
O=C1CC(c2cccs2)CC(O)=C1C=NCCN1CCNCC1 (stereo not given) was read as GALR2 antag 5, Yeast lifespan up -3, PTEN del growth 93, bCat KO growth 94, Measles CPE 1, Phagocyt inh -2, NPY Y2 blocker 4, E-sel TNF inh -2, BB579 growth dn -5 and MRP-1 activ -3.2.
For Cn1nc(C(F)(F)F)c(C(=O)Nc2ccc(F)cc2F)c1Sc1cccc(C(F)(F)F)c1 the results were GALR2 antag 10, Yeast lifespan up -10, PTEN del growth 90, bCat KO growth 84, Measles CPE 3, NPY Y2 blocker 10, E-sel TNF inh -1, BB579 growth dn -56 and MRP-1 activ 0.6.
`O=C(Nc1ccc(OC(F)(F)F)cc1)C1=NCCN1` gave GALR2 antag 2, Yeast lifespan up 0, PTEN del growth 104, bCat KO growth 95, Measles CPE 6, Phagocyt inh 0, NPY Y2 blocker 1, E-sel TNF inh -15, BB579 growth dn -45 and MRP-1 activ -0.4.
Screening COc1cccc(CNc2nc3ccccc3n2CCN2CCCCC2)c1 returned GALR2 antag 5, Yeast lifespan up 3, PTEN del growth 65, bCat KO growth 77, Measles CPE 2, Phagocyt inh 3, NPY Y2 blocker 19*, BB579 growth dn -10 and MRP-1 activ -3.8.
CCNC(=O)N1c2ccc(OCC)cc2C(C)=CC1(C)C was read as GALR2 antag 6, Yeast lifespan up -5, PTEN del growth 83, bCat KO growth 85, Measles CPE 5, Phagocyt inh -1, NPY Y2 blocker 1, E-sel TNF inh 37, BB579 growth dn 6 and MRP-1 activ -4.2.
Screening O=C(CN1CCN(c2ccccn2)CC1)NC(=O)NC1CCCCC1 returned GALR2 antag -12, Yeast lifespan up -5, PTEN del growth 98, bCat KO growth 101, Measles CPE 0, Phagocyt inh 0, NPY Y2 blocker 5, BB579 growth dn 2 and MRP-1 activ 0.2.
CC(=O)C1=C(C)NC(SCC(=O)c2ccccc2)=C(C#N)C1CC(C)C (stereo not given) was read as GALR2 antag 1, Yeast lifespan up -15, PTEN del growth 86, bCat KO growth 86, Measles CPE 6, Phagocyt inh -2, NPY Y2 blocker 3, E-sel TNF inh 2, BB579 growth dn -37 and MRP-1 activ -0.6.
C[C@]12C=CC(=O)C=C1CC[C@@H]1[C@@H]2[C@@H](O)C[C@@]2(C)[C@H]1CC[C@]2(O)C(=O)COC(=O)CCC(=O)O was read as GALR2 antag -5, Yeast lifespan up 2, PTEN del growth 98, bCat KO growth 88, Measles CPE 30, NPY Y2 blocker 2, BB579 growth dn -47 and MRP-1 activ 0.8.
Screening CCOCC(=O)Nc1cc(C(=O)OC)ccc1C(=O)OC returned GALR2 antag -3, Yeast lifespan up -6, PTEN del growth 107, bCat KO growth 102, Measles CPE 9, Phagocyt inh 7, NPY Y2 blocker 0, E-sel TNF inh -26, BB579 growth dn -10 and MRP-1 activ -0.7.
For O=C(O)CCc1nc(-c2cccs2)no1 the results were GALR2 antag 5, Yeast lifespan up -6, PTEN del growth 97, bCat KO growth 87, Measles CPE 5, Phagocyt inh -2, NPY Y2 blocker 3, E-sel TNF inh -1, BB579 growth dn -22 and MRP-1 activ -1.1.
